CAL PDZ FP-1: blocks peptide binding to the human CAL PDZ domain; actives 0.92% (n = 300,000); purified CAL PDZ, TMR-peptide fluorescence polarization, 1 h; inhibition, % at 24.9 µM; AID 602252;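 active = mean inhibition of at least 30% with at least half of replicates also reaching 30%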;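 note: 0% = DMSO neutral control and 100% = excess unlabeled competitor peptide PRC23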
Rtt109 Vps75: C. albicans Rtt109 histone acetyltransferase inhibition; Q5AAJ8; purified Rtt109/Vps75, ThioGlo CoA-SH fluorescence, 4 h; AID 540336; inhibition, % at 34.9 µM; actives 0.16% (n = 330,000);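 active = inhibition of at least 50% in every replicate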
SR-BI HDL uptake: blocks mouse SR-BI lipid uptake from DiI-HDL | inhibition, % at 12.5 µM | actives 0.96% (n = 320,000) | ldlA[mSR-BI] CHO cells, DiI-HDL uptake fluorescence, 3 h | Q61009 | AID 488896;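 active = mean replicate inhibition of at least 70% and a set share of replicates each scoring 70 or more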;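 note: 0% = median of neutral control wells and 100% = median of positive control wells; values of inactives mirror those of a sister screen read the other way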
Target sequence (Q61009 whole entry, looked up): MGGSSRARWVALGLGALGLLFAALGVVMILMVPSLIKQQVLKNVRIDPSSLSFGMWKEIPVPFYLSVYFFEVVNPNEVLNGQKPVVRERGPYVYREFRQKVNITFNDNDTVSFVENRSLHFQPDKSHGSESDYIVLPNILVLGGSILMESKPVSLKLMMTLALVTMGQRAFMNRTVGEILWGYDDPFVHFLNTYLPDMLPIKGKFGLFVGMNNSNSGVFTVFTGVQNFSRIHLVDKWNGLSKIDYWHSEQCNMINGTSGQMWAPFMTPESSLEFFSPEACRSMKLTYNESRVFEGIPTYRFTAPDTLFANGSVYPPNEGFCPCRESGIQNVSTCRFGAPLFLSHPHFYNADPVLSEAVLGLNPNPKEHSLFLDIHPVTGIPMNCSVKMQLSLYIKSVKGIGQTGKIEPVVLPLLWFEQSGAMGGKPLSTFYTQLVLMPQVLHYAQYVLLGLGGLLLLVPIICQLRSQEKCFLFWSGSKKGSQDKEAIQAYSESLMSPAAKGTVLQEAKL
PfHsp90 set2: growth inhibition of yeast expressing Plasmodium Hsp90. S. cerevisiae expressing PfHsp90, BacTiter-Glo ATP, 48 h; yeast lacking PDR1 and PDR3 efflux regulators. inhibition, % at 9.4 µM. actives 0.32% (n = 310,000);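 active = every replicate shows inhibition above about 80%, whatever the replicate mean, limit read from the data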;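 note: 0% = DMSO neutral controls and 100% = 20 µM radicicol positive controls; yeast relying on Plasmodium falciparum Hsp90 in place of its own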
MITF TRPM1 HTS: activators of MITF-driven TRPM1 promoter activity in SK-MEL-5 cells; SK-MEL-5 TRPM1-promoter luciferase, 24 h; % of positive control, neutral wells = 0; activation, % at 12.5 µM; actives 0.75% (n = 300,000); AID 588334;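 active = mean activation of at least 80% with every replicate also reaching 80%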;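 note: 0% = neutral control wells and 100% = parthenolide positive control wells; values of inactives mirror those of a sister screen read the other way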
SR-BI uptake up: enhances SR-BI lipid uptake from DiI-HDL | activation, % at 12.5 µM | actives 0.096% (n = 320,000) | CHO ldlA[mSR-BI] cells, DiI-HDL uptake fluorescence, 3 h; 100 = double the neutral-control signal;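 active = mean replicate activation of at least 60% and every replicate at or above 60%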;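 note: 0% = median plate neutral-control signal and 100% = twice that signal; values of inactives mirror those of a sister screen read the other way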
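Assay system: CHO ldlA[mSR-BI] cells, LDL receptor-null, SR-BI overexpressing; medium: Ham's F12 with 0.5% BSA, HEPES 25 mM, pH 7.4; also added: DiI-HDL 10 µg/mL; timing: 3 h uptake period with compound, 37 °C; signal: DiI fluorescence, bottom read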
dFosB activator: activators of mouse delta FosB homodimer; activation, % at 25 µM; actives 0.99% (n = 340,000); AID 493131; purified delta FosB, TAMRA-CDK5 oligo fluorescence polarization; percent of positive-control signal above neutral wells;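 active = mean activation above about 17%, with every replicate also reaching it, limit read from the data, passing the limit was not always enough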;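 note: fluorescence polarization rise as delta FosB binds a TAMRA Cdk5 AP-1 oligo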
Target sequence (P13346 whole entry, looked up): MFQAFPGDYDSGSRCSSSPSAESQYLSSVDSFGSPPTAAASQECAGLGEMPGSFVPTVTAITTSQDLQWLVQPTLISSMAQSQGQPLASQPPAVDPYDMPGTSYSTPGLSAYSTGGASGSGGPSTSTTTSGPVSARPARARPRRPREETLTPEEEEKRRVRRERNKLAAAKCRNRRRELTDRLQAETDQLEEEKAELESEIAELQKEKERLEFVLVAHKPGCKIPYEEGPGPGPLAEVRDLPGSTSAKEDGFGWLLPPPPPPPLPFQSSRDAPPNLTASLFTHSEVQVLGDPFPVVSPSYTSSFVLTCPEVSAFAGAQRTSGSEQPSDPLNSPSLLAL
PvdQ inh: blocks Pseudomonas aeruginosa PvdQ acylase activity; purified PvdQ acylase, fluorescence plate reader; inhibition, % at 10 µM; actives 0.063% (n = 340,000); in the data active = inhibition above about 30%, passing the limit was not always enough;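 note: 0% = vehicle neutral wells and 100% = reference inhibitor wells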
CAL PDZ FP-2: blocks peptide binding to human CAL PDZ domain. Q9HD26. purified CAL PDZ, TMR-peptide fluorescence polarization, 1 h. inhibition, % at 20 µM. actives 0.02% (n = 330,000). AID 504414;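 active = highest replicate inhibition of at least 40%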;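 note: plate controls were DMSO neutral control wells for no effect and unlabeled competitor peptide control wells for full effect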
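Control set: unlabelled peptide and DMSO controls / Material: purified CerCALP PDZ construct / Timing: 1 h incubation at room temperature before polarization reading / Doses: 20 µM, one dose / Detection: fluorescence polarization (mP)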
NSD2 inh: inhibitors of human histone methyltransferase NSD2. O96028. inhibition, % at 12.5 µM. NSD2 peptide methylation, AlphaScreen, 120 min. actives 0.54% (n = 310,000); in the data active = inhibition above about 50%
* = called active by the depositor; . = not tested or not shown.

SMILES	CAL PDZ FP-1	Rtt109 Vps75	SR-BI HDL uptake	PfHsp90 set2	MITF TRPM1 HTS	SR-BI uptake up	dFosB activator	PvdQ inh	CAL PDZ FP-2	NSD2 inh
Cc1cc(C)c(N=Cc2c(O)c3ccccc3oc2=O)c(C)c1	.	2	.	-12	55	.	-3	-3	-0.3	2
CC(c1ccccc1)N1CCC(CNC(=S)Nc2cccc(Cl)c2)C1 (stereo unspecified)	8	5	.	-27	12	.	-14	-10	-0.7	16
CCOc1cccc(C2C(C(=O)c3ccc(C)o3)=C(O)C(=O)N2CCCn2ccnc2)c1 (stereo unspecified)	.	10	-13	21	3	13	-13	8	-0.5	0
Cc1cc(C)n(-c2nc3ccccc3c3nc(C)nn23)n1	.	5	-13	10	3	13	-6	11	-2.2	.
CCc1cc2c(=O)n(Cc3ccco3)c(SCC(=O)N3CCCc4ccccc43)nc2s1	-2	0	0	.	.	0	-14	-2	-2.2	2
Cc1cc(NC(=O)CCNS(=O)(=O)c2ccc3[nH]c(=O)oc3c2)ccc1Br	-2	4	-12	2	-5	12	2	5	-1.4	-1
COc1cccc(-n2c(CNC(=O)OC(C)(C)C)n[nH]c2=S)c1	-3	11	-1	1	-4	1	3	6	-1.5	-1
COc1ccc(/C=N/Nc2cc(C)nc(N)n2)cc1	2	16	18	-21	33	-18	4	-2	-1.0	5
Cc1ncc(CO)c(/C=N/NC(=S)Nc2ccc(F)cc2)c1O	-1	-2	13	29	-9	-13	-6	-11	-2.3	7
CCC(C)NC(=O)c1oc2ccc(S(=O)(=O)N3CCC4(CC3)OCCO4)cc2c1C (stereo unspecified)	0	-12	.	-7	-14	.	-12	-9	-1.4	0
CC(=O)Nc1ccc(NS(=O)(=O)c2ccccc2)c2ccccc12	-12	-1	-5	9	1	5	-10	-11	0.9	-1
Cc1cccc(-n2ncc3c2CCCC3NC(=O)CCN2CCCO2)c1C (stereo unspecified)	-5	-5	-23	-18	-5	23	-2	3	0.5	-2
c1cnc(Sc2ccc3nnnn3n2)nc1	-1	-1	-28	.	-4	28	-8	-13	-1.1	-2
CSc1nc(SC)c2c3c(oc2n1)COC(C)(C)C3	0	-7	22	.	.	-22	-3	-1	0.5	-7
CCCN1CCN(CCCNC(=O)CCN2C(=O)COc3ccccc32)CC1	-5	-2	-4	10	1	4	-5	-8	-3.1	11
Cc1ccc(NC(=O)c2cc3ccccc3oc2=O)cc1S(=O)(=O)N(C)C	5	0	16	-11	-75	-16	-6	-9	-0.2	2
CCOc1ccc(CC(=O)NNC(=O)/C=C/C(=O)O)cc1	-1	9	-29	0	1	29	-8	5	-1.2	4
CCCCN(C(=O)CSCc1ccc(C)cc1)c1c(N)n(CCC)c(=O)[nH]c1=O	-3	2	-16	8	-11	16	0	-17	-3.0	1
O=C(/C=C/c1ccco1)c1cccc([N+](=O)[O-])c1	-1	1	-2	-5	0	2	-21	-1	-0.5	1
CCC(C)(C)NC(=O)C(c1ccc(F)cc1)N(Cc1cccc(OC)c1)C(=O)c1cnccn1 (stereo unspecified)	4	7	-10	-12	-2	10	0	5	0.8	-1
Cc1ccc(C)c2nc(SCC(=O)N3CCCc4ccccc43)c(C#N)cc12	6	-1	24	13	.	-24	10	4	0.6	0
CN(C)C(=O)c1ccc(NC(=O)c2ccccc2-c2ccccc2)cc1	12	5	4	-8	.	-4	4	4	1.1	-1
Cc1cc(C2N=C(N)Nc3nc4ccccc4n32)c(C)n1-c1ccccc1Cl (stereo unspecified)	-3	.	-3	7	7	3	76*	-5	-3.8	4
CC(=O)Nc1ccc(Nc2nc(C)c([N+](=O)[O-])c(Nc3ccc(NC(C)=O)cc3)n2)cc1	-7	1	-10	-8	-5	10	-5	-3	1.3	-3
CCOC(=O)[C@H]1[C@H]2COc3ccc(OC)cc3[C@@H]2N2C(=O)CN(Cc3ccc(F)cc3)C(=O)[C@@]12C	4	8	3	.	1	-3	-1	-2	0.4	.
Cc1nnsc1C(=O)NC1CCCCC1	-3	-1	-3	-6	10	3	-1	4	-2.3	-3
CC(=O)NC(CC(=O)N(Cc1ccccc1)c1ccc(C)cc1)c1ccccc1 (stereo unspecified)	11	5	-10	7	14	10	-11	-2	-1.3	2
Cc1nc2ccc(Cl)cc2c(-c2ccccc2)c1CC(=O)O	-6	-1	-15	8	-5	15	3	-5	-0.5	-1
O=c1cnnc(SCc2ccc([N+](=O)[O-])cc2)[nH]1	-3	.	-15	-1	26	15	3	7	-2.7	-3
Cc1ccnc(SCC(=O)N2CCN(C(c3ccccc3)c3ccccc3)CC2)n1	-6	1	21	6	.	-21	-10	-11	-3.2	2
COc1cc(COC(=O)c2cnc(C)cn2)c(OC)cc1Br	-1	3	.	1	12	.	1	6	-3.4	11
COc1cc([N+](=O)[O-])ccc1NC(=O)COC(=O)CCOc1ccc(C)cc1	-5	3	4	1	-6	-4	-4	-12	0.1	5
CC(C)OCCCNC(=O)c1ccc2c(c1)ncn2C1CCCC1	.	14	-25	2	10	25	-6	7	0.9	.
O=C(/C=C/c1ccc([N+](=O)[O-])cc1)N1CCN(S(=O)(=O)c2ccccc2)CC1	1	3	4	36	-7	-4	-10	15	0.4	-1
COc1ccc(C2Nc3ccccc3C(=O)N2c2ccc(F)cc2)cc1CSc1ccccn1 (stereo unspecified)	0	-11	5	-11	37	-5	3	14	-6.0	2
Cc1c(C(=O)NNC(=O)c2ccccc2O)oc2ccc(Br)cc12	4	-5	129*	-23	-1	-129	37*	-6	0.0	0
O=C(CSc1ncnc2c1nnn2Cc1ccccc1)NC1CCCC1	-1	-1	-7	-8	8	7	-2	0	-2.4	-2
COc1cc(/C=N\NC(=O)Cn2nnc3ccccc32)cc(OC)c1OC	-3	5	3	.	12	-3	2	-9	-0.1	2
COc1ccc(-c2nc3ccccn3c2CN2CCN(c3ccccc3F)CC2)cc1	.	2	68	9	24	-68	-1	-9	-1.1	-1
O=C(c1ccccc1)N1CCN(CC(O)COc2cccc3ccccc23)CC1 (stereo unspecified)	-3	0	-7	3	.	7	-2	-13	-2.2	0
Cc1cc(=O)c(C(=O)O)cn1Nc1ccc(Cl)cc1	0	-6	-3	15	7	3	-3	-5	-2.8	.
N#Cc1ccsc1NC(=O)c1cnccn1	-5	7	-30	3	-9	.	-12	-23	-0.5	1
COCCCNC(=O)/C(=C\c1cccn1C)NC(=O)c1cccs1	5	8	1	13	-11	-1	-3	-6	-0.5	3
Cc1cc(NC(=O)CSc2ncn[nH]2)no1	-6	-9	-6	-32	-17	6	-2	-22	-1.6	-1
O=C(Nc1ccc2oc(-c3ccncc3)nc2c1)c1c(F)c(F)c(F)c(F)c1F	-2	3	20	-12	12	-20	-3	-2	0.2	1

Some of the entries so far, as labelled records.
> O=C(Nc1ccc2oc(-c3ccncc3)nc2c1)c1c(F)c(F)c(F)c(F)c1F
  CAL PDZ FP-1: -2
  Rtt109 Vps75: 3
  SR-BI HDL uptake: 20
  PfHsp90 set2: -12
  MITF TRPM1 HTS: 12
  SR-BI uptake up: -20
  dFosB activator: -3
  PvdQ inh: -2
  CAL PDZ FP-2: 0.2
  NSD2 inh: 1

> COc1cc([N+](=O)[O-])ccc1NC(=O)COC(=O)CCOc1ccc(C)cc1
  CAL PDZ FP-1: -5
  Rtt109 Vps75: 3
  SR-BI HDL uptake: 4
  PfHsp90 set2: 1
  MITF TRPM1 HTS: -6
  SR-BI uptake up: -4
  dFosB activator: -4
  PvdQ inh: -12
  CAL PDZ FP-2: 0.1
  NSD2 inh: 5

Continued.
SMILES	CAL PDZ FP-1	Rtt109 Vps75	SR-BI HDL uptake	PfHsp90 set2	MITF TRPM1 HTS	SR-BI uptake up	dFosB activator	PvdQ inh	CAL PDZ FP-2	NSD2 inh
O=C(C[C@@H]1C/C=C\CCC(=O)O[C@H](c2ccccc2)CNC1=O)N[C@H](CO)Cc1ccccc1	-2	-9	-19	22	2	19	-6	-16	0.4	.
COc1ccc(C(CC(=O)c2ccc(C)cc2)C(C#N)C#N)cc1OC (stereo unspecified)	-2	5	-4	-5	-20	4	-22	-8	-2.5	-1
CC(C)c1csc(CN2CCC(CCC(=O)NCC3CCCO3)CC2)n1 (stereo unspecified)	0	11	-6	11	6	6	-3	11	-2.3	0
O=C(N/N=C/c1cccc(O)c1)N/N=C/c1cccc(O)c1	-8	-1	11	15	-1	-11	-14	-18	.	0
CC(C)(C)SCCNC(=O)CSc1ccccc1	-2	27	-20	3	36	20	-1	-2	-2.8	1
COCCn1c(SCC(=O)Nc2ccc(F)cc2)nc2ccccc2c1=O	-1	2	3	-15	.	-3	-8	-13	-1.1	0
O=C(Cc1ccc(Cl)cc1)Nc1ccc2oc(=O)ccc2c1	4	0	0	-2	2	0	13	1	-1.8	6
CCOC(=O)C1CCN(c2c(C(=O)c3ccccc3)cnc3ccc(CC)cc23)CC1	-6	-3	39	19	.	-39	-11	-17	-0.5	.
Cc1sc(NC(=O)c2ccco2)c(C(=O)c2ccc(Cl)cc2)c1C	2	-4	43	-7	-6	-43	3	1	-0.5	-1
Cc1ccc(C)c(OCCC(=O)Nc2cccc(S(=O)(=O)N3CCCC3)c2)c1	-5	4	27	.	-3	-27	-4	-3	-2.7	-1
Cc1nn(C)c(C(=O)NNC(=S)NCc2ccco2)c1Cl	-4	-10	-23	-26	-2	23	-4	-7	-1.7	-1
CC1=C(C(=O)Nc2ccccc2F)C(c2cccs2)C2=C(CCCC2=O)N1 (stereo unspecified)	5	-9	-1	-28	-3	1	1	-5	-1.1	-3
Nc1nc(SCC(=O)N2CCCC2)[nH]c(=O)c1NC(=O)c1ccco1	-2	2	-21	-8	.	21	0	-10	-1.9	.
C[C@H](OC(=O)NCc1ccc(C(F)(F)F)cc1)[C@@H]1O[C@@]2(C)CCC[C@@H]1O2	-4	5	-8	-19	5	8	-3	-13	0.7	.
CCOC(=O)C1CCCN(C(=O)C(=O)c2cn(CC(=O)N3CCOCC3)c3ccccc23)C1 (stereo unspecified)	3	-1	-17	0	-2	17	-3	-6	0.2	7
Cc1ccccc1S(=O)(=O)Cc1ccc(C(=O)NC2CC2)o1	-1	1	-32	-9	13	32	-3	-1	-2.8	0
CC(=O)Nc1cc(NC(C)=O)cc(C(=O)OCC(=O)Nc2ccc(S(=O)(=O)NC3=NCCCCC3)cc2)c1	-6	1	1	7	-8	-1	-15	-7	30	0
Cc1cccc(C)c1NC(=O)CSc1nnc(-c2ccoc2C)n1C	4	-9	8	6	5	-8	5	-19	-2.3	-2
O=C(N/N=C/c1ccc(F)cc1)c1cccc(NC(=O)c2ccc(F)cc2)c1	0	21	72*	16	36	-72	-14	2	-1.4	0
COCCNCCOCCOc1cccc(OC)c1	-5	6	-16	6	8	16	-1	2	-1.1	1
CN(C)S(=O)(=O)c1cccc(C(=O)OCC(=O)Nc2ccccc2OC(F)F)c1	0	-4	-9	6	-7	9	-7	5	-1.3	-3

Source: PubChem (Broad Institute)

Outcome played no part in choosing rows; overall some 4.3% were active at least once.
